PGC1a acetyl inh: inhibitors of PGC1a acetylation signal, primary screen, cell-based, U2OS, AlphaScreen, inhibitor mode; AlphaScreen anti-acetyl-lysine; with virally co-expressed GCN5 acetyltransferase; inhibition, % at 15.6 µM; hit rate 0.17% among 350,000;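 active = every replicate shows inhibition of at least 40%; inconclusive = mean inhibition at least 40% but some replicate below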;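 note: 0% = neutral control wells and 100% = positive control wells; some results beyond the cut were filed as inactive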
PglD inh: C. jejuni PglD acetyltransferase inhibitors, primary screen, biochemical, DTNB colorimetric, single point. purified PglD enzyme, DTNB colorimetric CoA detection. inhibition, % at 12.5 µM. hit rate 0.098% among 360,000. AID 602405, 2012; in the data active = inhibition above about 16%, passing the limit was not always enough; inconclusive = no clear call, values can overlap the other calls; note: strong numbers were not always called active
FN deposit inh: inhibitors of fibronectin matrix deposition, primary screen, AH1F cells, Alexa488-fibronectin fluorescence, plate reader | inhibition, % at 12.6 µM | hit rate 0.086% among 350,000 | AH1F fibroblasts, overnight | AID 743247, 2014;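 active = mean inhibition across replicates of 30% or more, regardless of how many single replicates reach that level; inconclusive = mean under 30% yet at least half of replicates reach 30%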;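 note: positive control wells lacked labelled fibronectin entirely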
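Material: AH1F fibroblasts assembling fluorescent fibronectin matrix; amount: 10000 AH1F cells/well; medium: DMEM, 2% serum; reagent: Alexa488-fibronectin, 24 nM final in well; dosing: single compound dose, delivered by pin transfer; incubation: 1 h adhesion, overnight exposure; detection: fluorescence after three HBSS washes, excitation 485 nm, emission 525 nm; measure: fibronectin deposition inhibition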
LGR2 antag: inhibitors of bursicon-induced LGR2 CRE-luciferase signal, primary screen, cell-based, HEK293, CRE-luciferase reporter, bursicon stimulation | AID 720647, 2013 | bursicon-stimulated, 4 h | Drosophila bursicon receptor LGR2 (rickets) | hit rate 0.35% among 380,000 | inhibition, % at 9.99 µM;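 active = drop in luminescence signal, shown as inhibition above about 50% in the replicate tests, limit read from the data, passing the limit was not always enough; inconclusive = probably only some replicates passing the limit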;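 note: agonist challenge used bursicon conditioned medium at about half maximal strength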
S100A4 inh HTS: inhibitors of S100A4-myosin IIA peptide binding, primary screen, biochemical, fluorescence polarization, TAMRA-MyoIIA peptide; hit rate 0.14% among 360,000; Protein S100-A4 (Homo sapiens), P26447; AID 652163, 2013; inhibition, % at 10.7 µM;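 active = mean inhibition of at least 70% across replicates, with every replicate also reaching that level; inconclusive = mean inhibition reaches 70% but some replicates fall short; inactive = mean inhibition below 70%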
Target sequence (P26447 whole entry, looked up): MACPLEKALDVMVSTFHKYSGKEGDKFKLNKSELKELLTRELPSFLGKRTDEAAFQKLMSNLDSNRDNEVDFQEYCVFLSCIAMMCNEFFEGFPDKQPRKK
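Compound dosing: one dose per compound; test system: human S100A4 monomer with TAMRA-labelled myosin IIA peptide; probe or stimulus: TAMRA-labelled myosin IIA heavy-chain peptide probe, 5 nM; medium: HEPES buffer with Ca2+, pH 7.2; schedule: 5 min incubation before reading; benchmarks: neutral control DMSO, positive control TFP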
ERAP1 HTS inh: human ERAP1 aminopeptidase inhibitors, primary screen, biochemical, single point, plate reader. recombinant ERAP1, Leu-AMC fluorescence, 60 min. AID 652197, 2013. hit rate 0.15% among 340,000. inhibition, % at 10.7 µM;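 active = mean replicate inhibition of at least 30%, or all replicates individually reaching that 30% level; inactive = mean below 30% and not every replicate reaching it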;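 note: 0% = neutral control wells and 100% = L-leucinethiol positive control wells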
Target sequence (Q9NZ08 whole entry, looked up): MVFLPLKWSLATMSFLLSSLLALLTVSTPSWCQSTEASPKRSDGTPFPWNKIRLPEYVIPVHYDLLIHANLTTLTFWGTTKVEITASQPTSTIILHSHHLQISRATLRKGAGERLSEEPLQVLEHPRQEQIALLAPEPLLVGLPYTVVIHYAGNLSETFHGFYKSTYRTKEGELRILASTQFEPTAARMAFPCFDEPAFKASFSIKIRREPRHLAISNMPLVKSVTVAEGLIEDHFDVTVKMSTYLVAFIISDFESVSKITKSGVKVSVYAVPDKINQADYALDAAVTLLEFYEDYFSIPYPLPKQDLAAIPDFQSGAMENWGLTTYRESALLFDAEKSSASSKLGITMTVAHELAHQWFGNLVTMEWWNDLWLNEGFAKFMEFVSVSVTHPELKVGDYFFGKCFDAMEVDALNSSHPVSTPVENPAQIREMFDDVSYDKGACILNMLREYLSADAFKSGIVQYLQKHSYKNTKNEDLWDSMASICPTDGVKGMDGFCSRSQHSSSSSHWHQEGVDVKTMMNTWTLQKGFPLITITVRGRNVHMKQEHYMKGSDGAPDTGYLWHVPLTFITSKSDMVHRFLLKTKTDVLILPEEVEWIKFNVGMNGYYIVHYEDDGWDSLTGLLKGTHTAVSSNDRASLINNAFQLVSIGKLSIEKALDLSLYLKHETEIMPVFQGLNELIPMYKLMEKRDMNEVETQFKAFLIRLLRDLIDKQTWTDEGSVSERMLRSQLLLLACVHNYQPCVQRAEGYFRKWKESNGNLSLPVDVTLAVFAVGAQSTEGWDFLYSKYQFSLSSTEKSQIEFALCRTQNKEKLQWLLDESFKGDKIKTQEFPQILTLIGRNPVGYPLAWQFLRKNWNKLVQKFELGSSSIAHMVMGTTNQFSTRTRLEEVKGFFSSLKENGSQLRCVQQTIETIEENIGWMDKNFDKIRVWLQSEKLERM
EWS-Fli block: EWS/Fli-driven NR0B1 reporter inhibitors, primary screen, A673 cells, NR0B1 luciferase, luminescence, MLPCN library | viability-normalised | inhibition, % at 12.6 µM | hit rate 0.67% among 350,000 | AID 651661, 2012;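 active = mean inhibition of at least 50% after viability correction, with every replicate also passing that limit; inconclusive = mean reaches 50% but only one of two replicates passes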;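 note: firefly luciferase signal divided by Alamar Blue viability fluorescence both relative to DMSO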
PAX8 inh HTS: inhibitors of PAX8-driven TPO luciferase reporter, primary screen, RMG-I cells, single concentration; SteadyGlo, 24 h; inhibition, % at 12.6 µM; hit rate 1.2% among 360,000;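 active = mean replicate inhibition at least 60% with every replicate also reaching 60%; inconclusive = only one of the two criteria is met; inactive = mean below 60% and not all replicates reaching 60%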;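 note: luciferase light reporting Pax8 driven TPO promoter activity; plate controls were median of neutral control wells for no effect and mitoxantrone controls for full effect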
Starred values were filed as active, the others as inactive; u = inconclusive; x = no result given.

SMILES	PGC1a acetyl inh	PglD inh	FN deposit inh	LGR2 antag	S100A4 inh HTS	ERAP1 HTS inh	EWS-Fli block	PAX8 inh HTS
CN(C)c1ccc(NC(=O)c2ccc(N3CCOCC3)nc2)cc1	3	0	x	-20	-3	0	x	-35
CC(C)NC(=O)Nc1ccc2c(c1)C(=O)N([C@H](C)CO)C[C@H](C)[C@H](CN(C)Cc1ccc(Cl)c(Cl)c1)O2	11	-1	-18	-13	2	0	0	25
CCCC(=O)Nc1nc2c(C)c(Cl)ccc2s1	-10	x	2	-13	2	1	-16	1
C[C@H](CO)N1C[C@H](C)[C@@H](CN(C)S(C)(=O)=O)Oc2cc(-c3cccc(F)c3)ccc2S1(=O)=O	4	2	x	3	7	1	20	-11
O=C(CC1CC1)N1[C@H](CO)[C@@H]2c3ccccc3N(S(=O)(=O)c3ccccc3F)C[C@@H]21	-10	-4	-5	-12	5	x	8	-15
CC(=O)N1CCc2c(sc(NC(=O)Cc3ccccc3)c2C(N)=O)C1	2	-2	-5	-7	0	-3	-1	11
O=[N+]([O-])c1cccnc1N1CCC(c2cc(-c3ccc(Cl)cc3)n[nH]2)CC1	-6	-3	-6	x	x	x	x	24
Cc1nn(C2CCS(=O)(=O)C2)c(C)c1CN(C)C(=O)c1ccccc1 (stereo unspecified)	-5	-2	9	11	-4	-2	4	-4
O=C(COC(=O)Cc1n[nH]c(=O)c2ccccc12)NNC(=O)c1ccc(Cl)cc1	3	5	9	-7	-11	-2	7	-8
C[C@H](CO)N1C[C@H](C)[C@H](CN(C)C(=O)C2CCOCC2)Oc2ncc(C#CCc3ccccc3)cc2C1=O	4	2	x	1	4	4	-8	-18
C[C@H](CO)N1C[C@H](C)[C@H](CN(C)S(C)(=O)=O)Oc2ncc(C#CC3(O)CCCC3)cc2C1=O	9	-1	9	10	8	2	-10	x
C[C@H]1CN([C@@H](C)CO)C(=O)Cc2cc(NC(=O)Cc3ccccc3)ccc2O[C@@H]1CN(C)S(=O)(=O)c1ccccc1	-13	2	x	-17	-1	0	7	-2
CCCN1[C@H](C(=O)N2CCOCC2)[C@@H](CO)[C@@H]2Cn3c(ccc(-c4ccncc4)c3=O)[C@@H]21	x	-3	x	-4	-3	-1	-19	4
Cc1c(NC(=O)COC(=O)c2ccccc2O)c(=O)n(-c2ccccc2)n1C	u	6	x	1	-3	-1	-1	-8
COc1ccc(-c2ccc(=O)n(CC(=O)NCC3COCCO3)n2)cc1 (stereo unspecified)	x	x	8	7	1	-2	2	x
N=c1c2c3c(sc2ncn1CCN1CCOCC1)CCCCC3	-4	4	1	x	x	x	x	8
CCN(C(=O)C=Cc1ccco1)c1ccccc1	x	0	-4	x	-5	0	5	0
CC(C)(C)c1ccc(/C=N/NC(=O)C[n+]2ccccc2)cc1	x	-1	-15	7	-4	0	-3	12
O=C(CN1CCN(S(=O)(=O)c2ccc(Cl)cc2)CC1)Nc1ccc(N2CCOCC2)cc1	-7	7	1	3	-4	1	2	19
CCOC(=O)N1CCC(NS(=O)(=O)c2ccc(C)cc2)CC1	8	0	-5	10	-2	x	-5	3
O=C(Cn1ncc2c(=O)oc3ccccc3c21)N1CCCN(Cc2ccccc2F)C1	6	-5	5	15	-1	3	-4	11
CSc1ccc(/C=N/N2CCN(Cc3ccccc3Cl)CC2)cc1	x	x	-9	-13	0	-1	-1	1
CCOC(=O)c1oc2ccccc2c1NC(=O)C1CCCCC1	-11	x	x	x	2	2	3	x
CCOc1ccc(NC(=O)CC2C(=O)N(CC)C(=S)N2CCN2CCOCC2)cc1 (stereo unspecified)	x	x	x	-4	0	1	0	-1
COCC#Cc1ccc2c(c1)O[C@@H](CN(C)C(=O)CN(C)C)[C@H](C)CN([C@@H](C)CO)S2(=O)=O	10	3	-3	-5	-1	1	-3	x

(cont.)
SMILES	PGC1a acetyl inh	PglD inh	FN deposit inh	LGR2 antag	S100A4 inh HTS	ERAP1 HTS inh	EWS-Fli block	PAX8 inh HTS
C[C@@H]1CN([C@@H](C)CO)S(=O)(=O)c2ccc(C#Cc3ccncc3)cc2O[C@@H]1CN(C)C(=O)c1ccncc1	8	0	x	4	-5	2	4	35
C[C@@H]1CN([C@H](C)CO)C(=O)c2cc(C#Cc3ccccn3)cnc2O[C@@H]1CN(C)C(=O)c1cnccn1	5	7	x	1	3	4	-14	9
CN(Cc1ccccc1)C(=O)c1ccc2nc([C@@H]3O[C@H](CO)[C@H](O)[C@H](O)[C@H]3O)[nH]c2c1	13	9	1	14	-2	-1	-9	8
CC(C)NC(=O)Nc1ccc2c(c1)CC(=O)N([C@@H](C)CO)C[C@@H](C)[C@H](CN(C)Cc1ccc(-c3ccccc3)cc1)O2	-4	2	x	-2	9	-3	10	16
O=C(COC(=O)c1cccc(S(=O)(=O)N2CCCC2)c1)NCc1ccccc1	1	x	-2	-11	5	0	-1	-6
O=C(CCNC(=O)C1CCN(S(=O)(=O)c2ccc(F)cc2)CC1)Nc1ccccc1	-16	1	4	1	5	-5	-3	-17
C[N+](C)(C)C[C@H](O)CC(=O)O	-6	-1	-4	x	-4	-1	-2	20
COc1ccc(-c2ccc(CN3C(C(C)C)C(=O)N(Cc4cn(CCC5OCCCO5)nn4)CCS3(=O)=O)cc2)cc1OC (stereo unspecified)	-2	1	-10	3	0	4	-9	-10
Cc1ccc(-c2nnc(-c3cccc(Br)c3)o2)cc1	13	0	-4	x	x	x	x	-173
COc1ccc(NC(=O)N2CCCCN3[C@H](CO)[C@H](c4ccc(-c5ccccc5C)cc4)[C@@H]3C2)cc1	0	3	x	6	-4	1	x	3
CCn1c(C(C)C)n[nH]c1=S	11	-3	-8	32	3	0	4	8
O=C(Cc1ccc(S(=O)(=O)N2CCOCC2)s1)Nc1cc(C(F)(F)F)cc(C(F)(F)F)c1	-21	-6	14	-3	-10	-2	20	30
CCOC(=O)c1cc(C)nc(Sc2ccc(C)cc2)c1C#N	-1	-4	6	-11	-3	0	6	5
COc1ccc(-c2cc(C(=O)N3CCc4ccccc4C3)no2)cc1OC	-17	-5	0	-22	x	x	x	x
Cc1noc(C)c1NC(=O)Nc1ccc2c(c1)C(=O)N([C@H](C)CO)C[C@@H](C)[C@H](CN(C)Cc1ccc(Cl)c(Cl)c1)OCCCC[C@@H](C)O2	-11	2	x	0	-4	-2	2	19
CCc1ccc(N2C(=O)C(Cl)=C(Nc3ccc(C(=O)N4CCCC4)cc3)C2=O)cc1	-30	-5	x	25	-21	5	x	x
COC(=O)c1ccccc1S(=O)(=O)NNC(=O)c1ccccc1-n1cccc1	x	1	9	8	-1	-3	-3	15
CCCNC(=O)C[C@@H]1C[C@@H]2c3cc(NS(=O)(=O)c4cccc(OC)c4)ccc3O[C@@H]2[C@@H](CO)O1	9	2	3	-1	0	1	-3	x
CCNC(=O)C1(C)CCCN(CCOc2ccc(OC)cc2)C1 (stereo unspecified)	x	-1	-4	22	7	-3	-14	-1
Cn1cnc(S(=O)(=O)N2CCCCC2c2cc(C(=O)Nc3ccc(F)c(Cl)c3)no2)c1 (stereo unspecified)	-8	4	x	-29	2	2	-75	-78
C[C@H]1CN([C@@H](C)CO)C(=O)c2cccc(NC(=O)Nc3cccc4ccccc34)c2O[C@@H]1CN(C)C(=O)Nc1ccc(F)cc1	-3	-4	-2	-2	-2	0	5	13
CCC(=O)OCC(=O)Nc1cc(S(=O)(=O)N(C)C)ccc1Cl	5	x	6	-29	9	2	0	16
COC[C@@H]1CCCN1c1ccc2c(c1)O[C@@H](COCc1ccccc1)CN([C@H](C)c1ccccc1)S2(=O)=O	x	x	6	-2	6	11	-4	-6
CCCCCCC(NC(=O)Cc1ccc2ccccc2c1)C(=O)O (stereo unspecified)	10	-2	5	6	-8	-2	-4	-10
Cc1ccc(S(=O)(=O)N2CCC3(CC2)OCCO3)c(C)c1	x	2	-1	18	-8	-11	-1	x

Arranged by formula weight (smallest number first): part of the list above.
SMILES	PGC1a acetyl inh	PglD inh	FN deposit inh	LGR2 antag	S100A4 inh HTS	ERAP1 HTS inh	EWS-Fli block	PAX8 inh HTS
CCNC(=O)C1(C)CCCN(CCOc2ccc(OC)cc2)C1 (stereo unspecified)	x	-1	-4	22	7	-3	-14	-1
O=C(Cc1ccc(S(=O)(=O)N2CCOCC2)s1)Nc1cc(C(F)(F)F)cc(C(F)(F)F)c1	-21	-6	14	-3	-10	-2	20	30
C[C@@H]1CN([C@@H](C)CO)S(=O)(=O)c2ccc(C#Cc3ccncc3)cc2O[C@@H]1CN(C)C(=O)c1ccncc1	8	0	x	4	-5	2	4	35

Next section:
SMILES	PGC1a acetyl inh	PglD inh	FN deposit inh	LGR2 antag	S100A4 inh HTS	ERAP1 HTS inh	EWS-Fli block	PAX8 inh HTS
Cc1ccc2nc(-c3ccsc3)c(NC3CCCC3)n2c1	6	3	-1	-24	0	x	-17	-38
CSc1ncccc1-c1nc2ccccc2[nH]1	7	-4	-1	x	x	x	x	-61
COCCNC(=S)N(CCc1c(C)[nH]c2ccc(F)cc12)Cc1cccnc1	8	2	-2	-4	-3	0	12	15
COc1ccc(N(CC(=O)N2CCN(c3ccc(Cl)cc3)CC2)S(=O)(=O)c2c(C)n[nH]c2C)cc1	x	3	5	4	-4	-2	-1	23
COc1cc(CC(NC(C)=O)C(=O)NC2CCN(C(=O)Nc3ccccc3C)CC2)cc(OC)c1 (stereo unspecified)	x	3	-8	4	6	0	3	9
Cc1onc(-c2ccccc2)c1C(=O)Nc1sccc1C#N	8	2	-1	6	-25	2	12	-9
c1ccc(Cn2nnc3c(N4CCCCCC4)ncnc32)cc1	10	-3	-7	-10	-2	-5	-42	-21
COc1ccccc1C(=O)NCCC(=O)Nc1ccc(S(=O)(=O)N2CCC(C)CC2)cc1	-11	-1	0	6	-6	-1	7	-3
O=C(c1ccco1)c1cn(CC(=O)N2CCCC2)c2ccccc12	x	x	x	10	0	1	-13	-3
CCc1cc(=O)oc2cc(OCC(=O)NCc3ccccn3)ccc12	11	1	-23	1	3	0	4	-8
CN(CC(=O)NCC1CCCO1)S(=O)(=O)c1ccc2ccccc2c1 (stereo unspecified)	5	-1	-4	12	-1	1	-6	x
O=C(Nc1ccc(S(=O)(=O)N2CCOCC2)cc1)c1cccc(Br)c1	-2	-6	-8	8	-4	-5	12	15
O=C(C[C@H]1CC[C@H](NC(=O)CCN2CCCCC2)[C@@H](CO)O1)Nc1nccs1	-1	10	-2	8	-1	10	-1	-5
CC(=O)N(Cc1ccccc1)c1nccs1	x	x	7	0	-6	0	-7	-3
CC(C)CC#Cc1cnc2c(c1)C(=O)N([C@@H](C)CO)C[C@H](C)[C@@H](CN(C)CC1CCOCC1)O2	-2	1	x	-2	-4	2	-6	-6
C[C@@H]1CN([C@@H](C)CO)C(=O)Cc2cc(NC(=O)C3CCCCC3)ccc2O[C@H]1CN(C)C	-12	-2	x	4	2	-1	-6	-19
CCNC(=O)COC(=O)c1cc(S(=O)(=O)N2CCCCC2)ccc1C	19	7	-17	-15	4	0	-132	13
CCn1c(SC(C)C(=O)Nc2nccs2)nnc1-c1ccncc1 (stereo unspecified)	14	-2	12	4	-2	2	-4	-2

Bioassay records: PubChem BioAssay, Broad Institute
